Assay outcomes as filed in PubChem BioAssay.
HTRA1 inh: HTRA1 serine protease inhibitors, primary screen, biochemical, fluorescence polarization, HTS; Q92743; recombinant HTRA1, FP-rhodamine activity-based probe; inhibition, % at 5.96 µM; actives 0.5% (n = 340,000); AID 504803, 2011; in the data active = inhibition above about 36%;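 note: 0% = enzyme with DMSO and 100% = wells lacking enzyme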
rCAG RNA binder: binders of r(CAG) RNA repeats, primary screen, biochemical, fluorescence; r(CAG) RNA repeat, TO-PRO-1 dye displacement fluorescence; inhibition, % at 3 µM; actives 1.3% (n = 370,000);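 active = inhibition above the plate cutoff, the mean of all test compounds on that plate plus 3 SD, cut at about 35% in these data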;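 note: 0% = DMSO alone and 100% = 100 µM mitoxantrone as full dye displacement; higher means more dye released from RNA so lower well fluorescence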
TCR CD3 inh: inhibitors of human TCR-CD3 interaction, primary screen, biochemical, fluorescence, TAMRA-labeled TCR probe. T-cell receptor (TCR). inhibition, % at 9.4 µM. actives 0.37% (n = 360,000). AID 651800, 2012; in the data active = inhibition above about 19%;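 note: recombinant mutant TCR 2C K166C tagged with TAMRA read by polarization; 0% = receptor in buffer alone and 100% = receptor with positive control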
PRMT1 inh: PRMT1 methyltransferase inhibitors, primary screen, biochemical, fluorescence polarization. actives 1.3% (n = 370,000). inhibition, % at 2.79 µM. Protein arginine N-methyltransferase 1 (Homo sapiens), Q99873. recombinant PRMT1, activity-based probe fluorescence polarization;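 active = inhibition above about 21% made by adding two undisclosed values, limit read from the data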
SIAE inh: human SIAE inhibitors, primary screen, biochemical, fluorescence polarization, FP-Rh probe, 1536-well HTS; Sialate O-acetylesterase (Homo sapiens), Q9HAT2; SIAE FP-Rh probe binding; inhibition, % at 9.66 µM; actives 0.69% (n = 370,000);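 active = inhibition above a cutoff: mean of compounds within the control limits plus 3 SD of those, cut at about 17% in these data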;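 note: 0% = plate median of compound wells and 100% = probe without SIAE protein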
ABHD4 inh: ABHD4 inhibitors, primary screen, biochemical, fluorescence polarization, mouse; (Lyso)-N-acylphosphatidylethanolamine lipase (Mus musculus), Q8VD66; purified mABHD4, FP-Rh probe fluorescence polarization; inhibition, % at 8.92 µM; actives 0.54% (n = 370,000); AID 720543, 2013;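 active = inhibition exceeding the mean over every tested compound plus 3 SD, cut at about 30% in these data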;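 note: 0% = plate median of compound wells and 100% = S159A mutant with DMSO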
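Assay system: Wild-type mouse ABHD4 protein | Medium: HEPES pH 7.0 buffer, 150 mM NaCl, 0.01% Pluronic F-127 | Incubation: Enzyme–compound pre-incubation 45 min, then probe 60 min, both 25 °C | Technique: Fluorescence polarization with parallel and perpendicular emission, 525/598 nm | Evaluation: % inhibition of FP-Rh probe binding versus controls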
GC-B act: human GC-B receptor activators, primary screen, HEK293 GC-B cells, cGMP TR-FRET, EC30 CNP; 0% at EC30 CNP, 100% saturating CNP; activation, % at 10 µM; actives 0.11% (n = 370,000); AID 1920062, 2024;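 active = activation at 10 µM reaching about 35% in either raw or pattern-adjusted values, limit read from the data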
Target sequence (P20594 whole entry, looked up): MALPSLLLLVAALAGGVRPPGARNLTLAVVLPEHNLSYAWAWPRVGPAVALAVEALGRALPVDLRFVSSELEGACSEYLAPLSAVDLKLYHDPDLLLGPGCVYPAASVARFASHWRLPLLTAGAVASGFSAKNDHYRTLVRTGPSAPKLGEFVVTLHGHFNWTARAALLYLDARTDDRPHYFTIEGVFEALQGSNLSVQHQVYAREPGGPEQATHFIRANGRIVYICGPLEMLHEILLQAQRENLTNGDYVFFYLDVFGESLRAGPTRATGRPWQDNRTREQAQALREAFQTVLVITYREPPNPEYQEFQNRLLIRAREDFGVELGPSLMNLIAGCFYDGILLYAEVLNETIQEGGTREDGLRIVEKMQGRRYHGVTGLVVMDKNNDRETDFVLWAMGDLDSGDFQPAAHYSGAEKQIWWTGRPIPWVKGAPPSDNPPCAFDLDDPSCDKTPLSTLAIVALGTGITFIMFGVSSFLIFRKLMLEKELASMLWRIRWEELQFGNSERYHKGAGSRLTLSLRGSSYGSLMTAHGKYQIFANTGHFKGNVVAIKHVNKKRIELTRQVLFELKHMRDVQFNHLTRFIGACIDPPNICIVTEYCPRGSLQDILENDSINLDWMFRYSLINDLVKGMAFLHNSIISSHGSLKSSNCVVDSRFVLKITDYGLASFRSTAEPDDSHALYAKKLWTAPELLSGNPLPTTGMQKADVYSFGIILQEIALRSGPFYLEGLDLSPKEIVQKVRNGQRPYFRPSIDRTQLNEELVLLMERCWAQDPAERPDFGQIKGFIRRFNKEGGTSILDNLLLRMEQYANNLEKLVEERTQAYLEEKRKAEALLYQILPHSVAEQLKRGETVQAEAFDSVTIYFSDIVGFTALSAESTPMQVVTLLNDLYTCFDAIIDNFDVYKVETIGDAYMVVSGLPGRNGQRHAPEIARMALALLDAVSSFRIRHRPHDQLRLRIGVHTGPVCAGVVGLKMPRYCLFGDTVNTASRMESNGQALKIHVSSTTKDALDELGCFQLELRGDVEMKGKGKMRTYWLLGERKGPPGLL
MBD2 inh: inhibitors of MBD2 binding to methylated DNA, primary screen, biochemical, TR-FRET, DNA-binding domain, human. inhibition, % at 4.4 µM. AID 686964, 2013. actives 0.31% (n = 370,000). MBD2 binding to methylated oligonucleotide. Methyl-CpG-binding domain protein 2 (Homo sapiens), Q9UBB5; in the data active = inhibition above about 13%
LEDGF integ inh: blockers of LEDGF/p75-dependent integrase strand transfer – biochemical, TR-FRET, high throughput, primary screen | actives 0.64% (n = 370,000) | inhibition, % at 3.7 µM | TR-FRET IN-LEDGF/p75 DNA integration, Eu/Cy5 | AID 743269, 2014;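 active = inhibition above the screen-wide mean plus 3 SD, cut at about 13% in these data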;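 note: signal is the Cy5 over europium emission ratio at 671 and 618 nm; 0% = plate median of compound wells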
TDP2 absorb: human TDP2 enzyme inhibitors, primary screen, biochemical, epi absorbance, recombinant enzyme; T5PNP hydrolysis, p-nitrophenol absorbance 415 nm; inhibition, % at 12.8 µM; Tyrosyl-DNA phosphodiesterase 2 (Homo sapiens), O95551; actives 0.34% (n = 370,000);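 active = inhibition above the mean of all tested compounds plus 3 SD, set per campaign, cut at about 25% in these data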;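 note: 0% = DMSO with enzyme and 100% = buffer with substrate but no TDP2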
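System – recombinant human TDP2 · Amount – 120 nM TDP2 per well · Buffer or medium – Mg2+-containing Tris-HCl buffer, pH 7.5 · Reagent – T5PNP substrate, 5 mM · Dosing – 12.8 µM single point, 1% DMSO · Incubation – 2 h at 37 °C · Measured by – epi absorbance · Read-out basis – percent inhibition · Benchmarks – high control without enzyme, low control DMSO plus TDP2 · Repeats – singlicate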
* marks the source's active call; other numbers are inactive results; . = not tested or not shown; & = joins results of further samples.

structure	ABHD4 inh	MBD2 inh	HTRA1 inh	TCR CD3 inh	rCAG RNA binder	TDP2 absorb	LEDGF integ inh	SIAE inh	PRMT1 inh	GC-B act
CC(=O)N(C)c1ccc(N=Cc2c(O)ccc3ccccc23)cc1	0	-4	0	5	0	-4	-2	-4	-1	-2
CC(=NNC(=O)c1ccc(NS(=O)(=O)c2cccs2)cc1)c1ccc(OCC(N)=O)cc1	-8	-3	4	0	16	-4	1	0	-2	4
CCc1cc(C(=O)N2CCCC(C(=O)c3cccc(OC(C)C)c3)C2)n(C)n1 (stereo unspecified)	0	1	1	3	-10	-7	0	1	-1	3
Cc1nn(-c2ccccc2)c(C)c1/C=N/NC(=O)CSc1nnc(-c2ccccc2)n1-c1ccc(Cl)cc1	3	-3	-9	8	3	12	0	-9	-1	-9
CCCCN1CC(COc2ccccc2)OC1=O (stereo unspecified)	10	-3	4	-8	-5	-8	-4	-5	0	-2
CCOC(=O)c1cc2c(=O)n3ccccc3nc2n(CC(C)C)c1=NC(=O)c1ccco1	7	-6	-4	7	-8	-3	0	-2	2	-3
Cc1ccc(N(CC(O)COCc2ccco2)S(=O)(=O)c2ccc(C)cc2)cc1 (stereo unspecified)	3	1	-14	1	7	3	4	-9	13	1
CCCCN1C(=O)c2ccccc2C1C(=O)NC1CCCC1 (stereo unspecified)	-1	3	-2	3	1	-2	-3	11	-3	1
O=C(OCc1ccc(F)cc1)c1ccc2ccccc2n1	-2	-5	-8	2	-5	-5	1	0	2	-3
Cc1nc2c(-c3ccc(F)cc3)c(C)nn2c(C)c1CCC(=O)NCc1ccco1	5	4	-2	2	0	2	0	5	-3	-5
Cc1ccc(Cn2ncn3c(cc4ccccc43)c2=O)cc1	-22	-3	-30	3	7	0	-1	9	-4	0
O=C(Cn1nc(C(=O)O)c2ccccc2c1=O)Nc1cccc(S(=O)(=O)N2CCCCCC2)c1	-3	0	0	-3	1	-7	1	-14	-11	4
N#Cc1ccccc1OCCN1C(=O)c2ccccc2C1=O	5	1	0	6	-1	1	-1	0	-2	1
CC(=O)c1nn(-c2cccc(Br)c2)cc1C(=O)c1ccc(Cl)cc1	-2	-3	2	3	0	9	-5	2	-2	-4
COc1ccccc1NC(=O)c1nc(S(=O)(=O)Cc2ccccc2)ncc1Cl	1	2	2	1	-3	2	-6	7	7	2
CC(=O)Nc1ccc(Nc2ccc3nonc3c2[N+](=O)[O-])cc1	1	-16	3	-1	0	2	4	1	-2	-7
O=C(NNC(=O)c1ccc[nH]1)Nc1cc(Cl)cc(Cl)c1	-2	0	.	-6	1	4	0	5	-1	0
COC(=O)CCNS(=O)(=O)c1ccc2nsnc2c1	3	-2	-4	6	1	2	-2	-5	-7	1
Cc1ccc(C(=O)Nc2c(N)nc(SCC(=O)Nc3cc(C)on3)[nH]c2=O)cc1	1	1	4	8	0	4	-4	4	2	-1
Cc1ccc(-n2nnc(-c3cc4ccccc4n3C)n2)cc1	5	-8	-5	10	33	-5	0	1	-1	-1
COc1ccccc1C(=O)CSc1nnc(-c2ccco2)o1	3	-2	-2	5	-1	8	0	8	-1	0
CC1Cc2cc(S(=O)(=O)N3CCC(C(=O)N4CCN(c5ccccc5F)CC4)CC3)ccc2N1C(=O)C1CC1 (stereo unspecified)	12	0	-14	7	4	4	0	-3	-1	-4
O=C(COC(=O)c1ccc2c(c1)OCCO2)Nc1cc(S(=O)(=O)N2CCOCC2)ccc1Cl	0	2	9	4	7	7	2	-7	1	1
O=C(Nc1ccccc1)c1ccccc1CC[N+](=O)[O-]	-2	5	2	5	0	-8	-2	0	2	-6
CCC1=NN(C(=O)C(=O)NCCc2ccccc2)C(O)(C(F)(F)F)C1 (stereo unspecified)	3	-6	-3	0	0	-17	-4	3	-1	1
COC(=O)C1(C(=O)OC)C[C@H](c2ccc(OC)cc2)N(Cc2ccccc2OC)[C@@H]1c1cccs1	-2&-5	1&-1	.	-3&3	6&7	-2&0	-5&2	-1&0	2&-1	0&4
COc1ccc(C(=O)/C=C2/C(=O)Nc3ccccc32)c(OC)c1	1	-7	0	-4	8	-2	0	0	11	-6
Cn1c2ccccc2c2c(C(=O)O)cn(C3CCCC3)c(=O)c21	5	1	2	3	2	7	1	9	-2	-3
CC1CC(C)CN(CC(O)COCc2ccccc2F)C1 (stereo unspecified)	0	2	-2	3	-5	-4	4	-4	-1	12
C/C(O)=C(/C=NCC(=O)O)C(=O)Nc1nccs1	-4	2	-4	-7	-3	0	-3	-1	-2	3

Quoted at random: 2 compounds from above.
structure	ABHD4 inh	MBD2 inh	HTRA1 inh	TCR CD3 inh	rCAG RNA binder	TDP2 absorb	LEDGF integ inh	SIAE inh	PRMT1 inh	GC-B act
COc1ccc(C(=O)/C=C2/C(=O)Nc3ccccc32)c(OC)c1	1	-7	0	-4	8	-2	0	0	11	-6
O=C(Nc1ccccc1)c1ccccc1CC[N+](=O)[O-]	-2	5	2	5	0	-8	-2	0	2	-6

More entries
structure	ABHD4 inh	MBD2 inh	HTRA1 inh	TCR CD3 inh	rCAG RNA binder	TDP2 absorb	LEDGF integ inh	SIAE inh	PRMT1 inh	GC-B act
CCOc1ccc(CNC(=O)CCCC(=O)n2nc(C)c3ccccc32)cc1	-1	4	0	-2	0	-11	-6	1	2	-5
CCOC(=O)N1CCC2(CC1)C(C#N)=C(N)OC1=C2C(=O)CCC1	6	-3	14	-6	-5	-9	4	-4	1	-7
COc1ccccc1NC(=S)NNC(=O)c1ccc(O)cc1	9	1	2	-1	-1	6	0	-4	2	-1
Cc1ccc(C(=O)C(C)OC(=O)CNS(=O)(=O)c2ccc(C)cc2)cc1 (stereo unspecified)	1	3	6	4	1	1	0	1	3	4
Cc1cccc(NC(=O)CSc2nc(=O)n(CCCN3CCOCC3)c3c2CCCC3)c1	-7	-1	0	2	-6	-3	2	9	-1	-2
O=C(Nc1ccc(Cl)cn1)c1cccnc1	2	2	1	-3	4	4	-1	-1	-1	5
CCCc1ccccc1OCCNC(C)=O	-4	2	1	2	-3	-5	-2	0	0	-1
CC(C)NC(=O)C1(C)CN(S(C)(=O)=O)CC(=O)N1Cc1cccc(C(F)(F)F)c1 (stereo unspecified)	6	1	.	-7	0	-9	0	2	1	3
O=C(NCc1ccccc1)c1ccc(CS(=O)(=O)c2ccccc2)o1	-4	2	6	3	1	-5	-5	-1	5	3
C1=CCC(CN2CCNCC2)CC1 (stereo unspecified)	1	-3	7	5	-2	5	-1	0	1	4
Cc1ccc(C(=O)CN(C(=O)c2ccc(Cl)c(Cl)c2)N2C(=O)C3CCCCC3C2=O)cc1C (stereo unspecified)	2	0	0	5	5	-4	-1	8	-3	-1
CCN(CC)S(=O)(=O)c1ccc(Cl)c(C(=O)NC2CCN(Cc3ccccc3)CC2)c1	4	4	0	12	-8	0	1	0	3	-3
CC(=O)Nc1sc(N/N=C\c2ccco2)nc1-c1cccs1	15	-3	10	2	16	8	-2	14	7	2
COC(=O)C1=C(C)N(Cc2ccccc2C(F)(F)F)C(=NCc2ccccc2C(F)(F)F)NC1c1ccc(Cl)cc1 (stereo unspecified)	7	0	.	3	3	-8	-2	-5	-4	10
CNS(=O)(=O)c1ccc2nc(NC(=O)c3ccc(N4C(=O)CCC4=O)cc3)sc2c1	-3	-3	3	6	7	0	3	-5	8	1
CC(OC(=O)c1cccc(-n2cnnn2)c1)C(=O)Nc1ccc(N(C)C)cc1 (stereo unspecified)	0	6	9	5	2	6	-3	1	-6	-1
COc1ccc(CNC(=O)COC(=O)CC2CCCC2)cc1	5	1	1	7	-3	8	2	6	-1	1
NC(=O)c1cccc(CC(=O)c2ccccc2)c1	-8	-3	0	2	1	4	3	4	-5	-4
Cc1ccc(/C=C2\SC(=S)N(C3CCS(=O)(=O)C3)C2=O)cc1 (stereo unspecified)	-7	8	-1	-8	2	-16	-5	-4	10	-4
CCOc1ccccc1NC(=O)N1CCC(C(=O)c2ccc(F)cc2)CC1	3	1	2	14	-3	7	1	3	-3	-8
O=Cc1ccc(Oc2ccc(F)cc2)nc1	-3	0	2	1	1	-1	-5	-3	-2	3
Cc1cccc(C)c1NC(=O)Cn1nnc(-c2ccc(N3CCOCC3)cc2)n1	3	0	4	1	2	7	-4	-3	-3	3
O=C(c1nc2ccc(Cl)cn2c1CN1CCC[C@H]1CO)N1CCc2ccccc2C1	-3	1	7	-6	11	-5	1	1	12	7

This is a subset (hit frequency here may not be typical).
